From PubChem BioAssay
KLF5 inhibitor = KLF5 expression inhibitors, primary screen, DLD-1 cells, luminescence; 290,000 tested, 0.23% active; DLD-1 KLF5 promoter-luciferase reporter; AID 1700, 2009; inhibition, % at 5 µM;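 active = inhibition above a per-plate limit of that plate's mean compound inhibition plus 3 SD, cut at about 60% in these data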;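 note: 0% = DMSO wells and 100% = LY294002 at 200 µM; higher means less KLF5 promoter-driven luciferase light; inactives centre near -14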
DYRK1A inh = rat Dyrk1A kinase inhibitors, primary screen, biochemical, single point, plate reader; Dual specificity tyrosine-phosphorylation-regulated kinase 1A (Rattus norvegicus), Q63470; ADP-Glo luminescence, NFATc1 peptide; inhibition, % at 12.5 µM; 310,000 tested, 0.43% active; AID 504441, 2011; in the data active = inhibition above about 50%;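 note: plate controls were vehicle with enzyme for no effect and no enzyme for full effect; many of its hits are not listed in these tables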
Platelet DG rel = inhibitors of platelet dense granule secretion, primary screen, cell-based, MLPCN, human platelets; AID 1663, 2009; human platelet-rich plasma, SFLLRN dense granule ATP release, luminescence; inhibition, %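 (compounds screened at 7.5 µM in platelet-rich plasma)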; 300,000 tested, 0.22% active;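 active = mean replicate score, as percent of positive control, at or above 50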
HSF1 inhib = HSF1 inhibitors in luciferase reporter cells, primary screen, cell-based, NIH3T3, luminescence. NIH3T3-HGL HSE-luciferase, MG132-induced, luminescence 8 h; active compounds read low. activity change, negative = inhibition, % at 7.5 µM (by protocol). 300,000 tested, 0.77% active;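 active = more than half of replicate wells show activity change below -50%, luminescence cut by over half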;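 note: luciferase reports HSF-1 transcriptional activity via heat shock element; 0% = median of DMSO wells and -100% = zero luminescence signal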
HSP90 refold inh = HSP90 inhibitors, primary screen, cell lysate, luminescence. AID 1789, 2009. inhibition, % at 5.6 µM. Rabbit reticulocyte lysate, luciferase refolding luminescence, 3 h. Heat shock protein HSP 90 (rabbit reticulocyte lysate; luciferase refolding). 290,000 tested, 0.91% active;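 active = inhibition above the screen-wide mean plus 3 SD, computed separately per campaign, cut at about 16% in these data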;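 note: 0% = DMSO wells and 100% = 60 µM geldanamycin wells; inhibitors lower the luminescence because luciferase stays unfolded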
aSyn 5UTR inh = MLPCN primary screen, SNCA 5' untranslated region | AID 1813, 2009 | alpha-synuclein 5'UTR reporter, inhibitor activity | 300,000 tested, 0.82% active | inhibition, % (tested at 7.5 µM); in the data active = inhibition above about 60%;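 note: H4 neuroglioblastoma cells stably carrying SNCA 5'UTR luciferase fusion; 0% = DMSO wells and 100% = positive control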
HSF-1 act = HSF-1 activators, primary screen, NIH3T3-HGL cells, MG132 stress, luminescence, single point | NIH3T3-HGL HSF-1 luciferase reporter, 8 h; 100% = twice DMSO control signal | activation, % at 9 µM | 300,000 tested, 1.7% active;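 active = mean replicate activation of at least 50% with a set share of replicates each reaching 50%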;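 note: 0% = median of the neutral control wells and 100% = twice that signal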
GSK3beta inhib = human GSK3beta kinase inhibitors, primary screen, biochemical, cell-free homogeneous, HTS; Glycogen synthase kinase-3 beta (Homo sapiens), P49841; GST-GSK3beta kinase, ADP-Glo luminescence, 60 min; active compounds read low; activity score (negative = inhibition), % at 10 µM; 300,000 tested, 0.038% active; AID 2097, 2009;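 active = more than half of replicate wells score below -50%, meaning over 50% inhibition versus plate controls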;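 note: 0% = median DMSO wells and -100% = median GW8510 positive control wells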
Target sequence (P49841 whole entry, looked up): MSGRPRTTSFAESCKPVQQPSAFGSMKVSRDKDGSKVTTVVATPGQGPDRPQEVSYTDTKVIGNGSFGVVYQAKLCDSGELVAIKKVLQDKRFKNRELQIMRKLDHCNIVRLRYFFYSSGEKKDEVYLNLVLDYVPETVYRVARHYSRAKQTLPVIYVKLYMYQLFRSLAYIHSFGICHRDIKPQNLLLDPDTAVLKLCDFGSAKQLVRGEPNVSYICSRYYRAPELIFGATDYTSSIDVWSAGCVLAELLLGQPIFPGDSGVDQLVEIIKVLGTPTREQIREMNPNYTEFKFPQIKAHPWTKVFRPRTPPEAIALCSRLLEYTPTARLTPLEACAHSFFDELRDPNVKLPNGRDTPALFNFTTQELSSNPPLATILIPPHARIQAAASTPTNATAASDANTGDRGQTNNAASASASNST
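Test system: GST-tagged human GSK3beta kinase, cell-free; evaluation: activity score scaled between in-plate DMSO and GW8510 controls; measured by: ADP-Glo luminescence; incubation: 60 min reaction, RT; benchmarks: DMSO and 20 µM GW8510; reagent: peptide substrate plus 25 µM ATP (final); medium: Tris/MgCl2 kinase buffer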
GSK3 alpha inh = blockers of GSK3A enzyme activity – biochemical, luminescence, cell-free homogeneous, HTS, primary screen. GSK-3 alpha kinase, ADP-Glo luminescence, 60 min. inhibition, % at 10 µM. 320,000 tested, 0.1% active;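 in the data active = inhibition above about 50%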;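 note: GST-tagged GSK-3 alpha with peptide substrate and 25 µM ATP; 0% = DMSO neutral wells and 100% = GW8510 positive control wells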
Target sequence (P49840 whole entry, looked up): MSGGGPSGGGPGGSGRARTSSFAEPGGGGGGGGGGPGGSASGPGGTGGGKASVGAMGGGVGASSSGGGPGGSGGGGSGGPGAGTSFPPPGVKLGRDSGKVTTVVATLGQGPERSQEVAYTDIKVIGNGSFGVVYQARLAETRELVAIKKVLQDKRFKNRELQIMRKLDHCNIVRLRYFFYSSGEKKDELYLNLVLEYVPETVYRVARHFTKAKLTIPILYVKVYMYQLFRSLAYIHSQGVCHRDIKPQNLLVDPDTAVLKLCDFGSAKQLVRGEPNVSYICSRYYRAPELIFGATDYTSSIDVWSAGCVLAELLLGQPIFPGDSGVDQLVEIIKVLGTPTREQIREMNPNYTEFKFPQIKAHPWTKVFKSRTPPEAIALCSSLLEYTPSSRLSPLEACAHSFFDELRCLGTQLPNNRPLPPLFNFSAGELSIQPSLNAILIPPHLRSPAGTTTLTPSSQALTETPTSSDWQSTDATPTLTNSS
IEC-6 tox = cytotoxicity in IEC-6 intestinal epithelial cells, primary screen, cytotoxicity control for KLF5 inhibitor project, cell-based, luminescence; IEC-6 cytotoxicity, luminescence viability; inhibition, % at 5 µM; 290,000 tested, 0.78% active; AID 1825, 2009; in the data active = inhibition above about 22%;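 note: 0% = plate median of test compound wells and 100% = cytotoxic reference compound wells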
The depositor's hits bear a star; nt = no result given. Some of the compounds tested (hit frequency here may not be typical).

SMILES	KLF5 inhibitor	DYRK1A inh	Platelet DG rel	HSF1 inhib	HSP90 refold inh	aSyn 5UTR inh	HSF-1 act	GSK3beta inhib	GSK3 alpha inh	IEC-6 tox
S=C(NCCc1ccccc1)N/N=C/c1c(Cl)cccc1Cl	-8	-5	8	-4	-1	7	-3	1	1	7
Cc1ccccc1Cn1ccc(NC(=O)CCSc2nc(-c3ccco3)cc(C(F)(F)F)n2)n1	-12	-1	-21	2	-2	-15	19	-2	0	2
CN(C)/C(=N\O)c1c(Cl)cccc1Cl	-2	-18	-1	-2	0	5	23	1	-1	-2
COc1ccc(NC(=O)COC(=O)C2CCC(C(C)(C)C)CC2)c([N+](=O)[O-])c1 (stereo unspecified)	6	-4	-1	1	3	4	0	4	-3	7
CCOC(=O)c1sc(=S)n(-c2cccc(OC)c2)c1N	-41	5	7	-4	-3	17	-10	nt	2	-2
O=C(COC(=O)c1ccc(F)c(S(=O)(=O)N2CCCCC2)c1)NCc1ccc(F)cc1	-32	-6	-3	-2	0	7	-2	1	-2	-2
Cc1nc2ncnn2c(C)c1CCC(=O)Oc1ccccc1	-14	5	-1	-1	2	-9	-1	-4	0	3
CCCCOC(=O)Nc1nnc(CCc2ccccc2)s1	-1	1	-6	-7	-6	11	18	4	-6	-9
Cc1nn2c(-n3ccnc3)c3c(nc2c1-c1ccccc1)CCC3	10	0	3	-3	1	4	-5	2	-3	0
CC1(C)CC(=O)C(C(c2ccco2)C2C(=O)CC(C)(C)CC2=O)C(=O)C1	0	9	3	-7	2	nt	-7	-2	-2	4
COc1ccccc1-c1noc(CCC(=O)NC2CCCCC2)n1	-12	1	12	-2	0	15	12	-2	-1	0
CCOC(=O)c1c(-c2ccc(F)cc2)csc1NC(=O)c1c(-c2ccccc2)noc1C	-36	5	5	-13	4	54	10	-1	-2	-9
COc1cccc(NS(=O)(=O)c2ccc(OC)c(OC)c2)c1	0	5	1	3	-2	0	1	1	-2	-2
CSCCC(NS(=O)(=O)c1c(Cl)cccc1Cl)C(=O)O (stereo unspecified)	15	2	-3	-3	3	6	16	-1	nt	-1
O=C(CS(=O)(=O)c1ccccc1)Nc1nnc(C(F)(F)F)s1	-15	-10	-14	3	-3	3	1	-1	-2	2
O=C(NCCc1ccc(Cl)cc1Cl)c1ccc2nc[nH]c2c1	-6	nt	4	9	1	-2	10	-3	-2	-1
O=C(c1ccc2ccccc2c1)N1CCCC1	-20	-2	2	2	2	-14	1	2	1	-2
CN(c1ccccc1)c1nc(N)c([N+](=O)[O-])c(Nc2ccccc2)n1	-12	-3	-14	-12	4	33	-4	1	-3	3
Cc1cccc(NS(=O)(=O)c2ccc(NC(=O)CN(c3cc([N+](=O)[O-])ccc3C)S(C)(=O)=O)cc2)c1	0	43	19	3	9	101*	22	1	-2	97*
CC(C)(C)NC(=S)NCc1ccco1	-2	6	10	1	5	4	-19	-12	1	0
COc1cc(/C=C(\C#N)c2nc3ccccc3[nH]2)cc(OC)c1O	-15	20	2	10	4	-99	38	-15	18	5
Cc1cc(/C=N\NC(=O)COc2cccc3cccnc23)c(C)n1-c1ccccc1	-14	1	1	2	1	-16	-6	-2	-2	5
CCCSc1n[nH]c(NC(C)=O)n1	-18	4	-8	3	-2	11	3	1	1	-4
COCCNC(=S)N1CCN(c2nc(-c3ccc(Cl)cc3)cs2)CC1	-32	9	12	-5	-4	1	1	nt	-2	-4
C=CCN1C(=O)/C(=C/c2cccs2)S/C1=N\S(=O)(=O)c1ccc(F)cc1	-14	1	-18	-9	-4	7	24	0	1	4

An excerpt of these results, comma-delimited:
Compound,KLF5 inhibitor,DYRK1A inh,Platelet DG rel,HSF1 inhib,HSP90 refold inh,aSyn 5UTR inh,HSF-1 act,GSK3beta inhib,GSK3 alpha inh,IEC-6 tox
O=C(CS(=O)(=O)c1ccccc1)Nc1nnc(C(F)(F)F)s1,-15,-10,-14,3,-3,3,1,-1,-2,2
O=C(NCCc1ccc(Cl)cc1Cl)c1ccc2nc[nH]c2c1,-6,nt,4,9,1,-2,10,-3,-2,-1

Later entries.
SMILES	KLF5 inhibitor	DYRK1A inh	Platelet DG rel	HSF1 inhib	HSP90 refold inh	aSyn 5UTR inh	HSF-1 act	GSK3beta inhib	GSK3 alpha inh	IEC-6 tox
O=C(N/N=C/c1ccc(O)cc1O)c1ccncc1	6	-5	3	2	-3	8	3	6	0	-3
Cc1cccc(C(=O)OCC(=O)NC(=O)c2ccccc2)c1O	nt	-9	-13	-3	nt	-1	8	nt	-1	nt
O=S(=O)(Nc1ccc(Br)cc1)c1cccc(NC(=S)NCCN2CCOCC2)c1	-15	3	5	5	-6	14	9	1	0	-2
CC(=O)c1c(C)n(CC(=O)NCc2ccc3c(c2)OCO3)c2ccccc12	-46	4	4	6	2	2	11	-1	2	-4
Cc1cccc(C(=O)Nc2nnc(S(=O)(=O)N(C)Cc3ccco3)s2)c1	0	-1	12	4	-3	-18	5	1	1	-5
COc1ccc(S(=O)(=O)NCc2ccccn2)cc1Br	-27	0	-10	-1	3	0	20	1	6	-7
N#CCCN(Cc1cccs1)C(=O)Nc1ccccc1	0	4	19	4	1	18	0	4	-1	-1
COc1cc2nc(N3CCN(c4cc(C)ccc4C)CC3)nc(N)c2cc1OC	-38	3	-1	-7	-2	95*	4	-1	-1	10
COc1ccc(N2CCN(CCCn3c(=S)[nH]c4ccccc4c3=O)CC2)cc1	4	6	3	-5	0	-6	4	3	-1	43*
Cc1ccc2c(c1)N(C(=O)CCC(=O)N1CCN(c3ccccn3)CC1)CCO2	-7	4	-3	6	0	17	-1	1	-2	-5
CCCC(=O)Nc1nn(C)c2nc3cc(C)ccc3cc12	nt	nt	1	6	nt	-3	2	1	-1	nt
Cc1c(NC(=O)c2cc3c(=O)n4ccccc4nc3s2)c(=O)n(-c2ccccc2)n1C	-28	-2	-3	2	3	-1	-7	0	-1	0
CC(=O)c1ccc(NC(=O)c2ccc(C)c(S(=O)(=O)N3CCOCC3)c2)cc1	-21	-1	-5	-2	-2	-12	11	0	-2	7
Cc1ccc(-c2cn3nc(-c4ccccc4)c(-c4ccccc4)nc3n2)cc1	-13	nt	-9	-8	2	-5	-18	-6	-3	-4
O=C(OCc1cccc(C(F)(F)F)c1)c1cc([N+](=O)[O-])ccc1N1CCOCC1	nt	-12	-1	11	nt	13	-4	2	-2	nt
O=S(=O)(c1ccccc1)c1cnn2c(C(F)(F)F)cc(-c3ccc(F)cc3)nc12	-3	0	0	-7	0	-3	-12	-6	-1	-10
Cc1cc(Cl)ccc1OCCCC(=O)OCC(N)=O	-12	0	-10	-10	0	22	-8	1	-3	6
Cc1cc(C)c(C)c(S(=O)(=O)NCCCn2ccnc2)c1C	-12	1	15	-5	1	-1	-2	1	3	6
CC(C)(C)NC(=O)c1cccc2c1C(=O)c1ccccc1-2	-26	10	-3	6	-5	7	-3	5	-2	4
O=Cc1ccccc1Oc1nc(N2CCOCC2)nc(N2CCOCC2)n1	3	-1	-8	-8	3	-21	-3	-7	1	4
Oc1ccc(Br)cc1-c1n[nH]c(=S)n1Cc1ccccc1	-39	14	8	4	-3	14	1	1	-2	-1
O=S(=O)(c1cnc(Cl)c(Cl)c1)N1CCN(c2ncccn2)CC1	-22	2	-2	-5	-1	3	-10	0	nt	-3
COc1ccc(C(=S)N2CCOCC2)cc1OC(=O)c1ccc([N+](=O)[O-])cc1[N+](=O)[O-]	-47	0	12	17	1	-16	23	2	-2	-2
Cc1ccccc1NC(=O)c1cc2ccccn2n1	-132	-5	9	21	3	-109	39	-1	-1	14
COc1ccc(CNc2nc(NCc3ccc(OC)cc3)n(C(C)=O)n2)cc1	10	7	-1	-5	6	12	12	1	nt	7

Further records:
SMILES	KLF5 inhibitor	DYRK1A inh	Platelet DG rel	HSF1 inhib	HSP90 refold inh	aSyn 5UTR inh	HSF-1 act	GSK3beta inhib	GSK3 alpha inh	IEC-6 tox
Cc1nn(-c2ccccc2)c2nc(-c3ccccc3)cc(C(=O)N3CCOCC3)c12	-2	nt	0	2	3	13	-20	-6	-2	0
CCOc1ccc(NC(=O)N2CCC(c3nc4ccccc4o3)CC2)cc1	-27	nt	5	1	1	3	-11	3	1	-4
CCOc1ccc(-c2cc(CCCC(=O)NCc3cccnc3)no2)cc1	-121	2	-1	11	-4	-5	17	-3	-3	-3
COC(=O)c1c(C)[nH]c(O)c1C=Nc1ccc(C(C)C)cc1	15	2	-2	-7	1	-71	24	-2	4	2
CCOc1ccc(C(C)=O)cc1CN1c2ccc(S(N)(=O)=O)cc2CC1C (stereo unspecified)	0	-9	-11	-10	1	38	10	0	2	5
COc1ccc(-n2c(=O)c(CCC(=O)N(C)Cc3cccs3)nc3ccccc32)cc1	nt	18	-8	0	nt	14	-16	-2	-4	nt
Cc1cccc(C(=O)Nc2nnc(-c3ccncc3)o2)c1	-13	nt	-6	-5	-1	18	-3	-1	-10	4
CC(=C/c1ccco1)/C=N/NC(=O)CSc1nnc(SCc2ccc(C)cc2)s1	-13	-2	9	11	5	34	30	-2	0	-7
COc1ccc(OCC(=O)N2CC3(C)CC2CC(C)(C)C3)cc1 (stereo unspecified)	5	2	-2	10	3	10	2	-3	-4	0
C/C(=N\N=C\c1ccccc1)c1nnn(-c2nonc2N)c1C	-23	-2	2	6	2	-82	34	-2	-2	-2
CCC(=O)N(Cc1cc2c(C)cc(C)cc2[nH]c1=O)C1CCCCC1	2	1	3	4	-1	25	22	-2	-1	-3
CCNC(=O)CC1C(=O)N(c2ccccc2)C(=O)N1CCc1ccc(OC)cc1 (stereo unspecified)	-27	-2	2	-5	1	0	7	-1	1	-1
CCN(CC)C(=O)CSc1ccccc1N	-12	-10	-5	8	-2	6	6	1	1	-4
COc1ccc(C2CC(=O)C3=C(C2)Nc2ncnn2C3c2ccccc2)cc1 (stereo unspecified)	-17	-9	-13	40	1	19	81*	2	2	-11
Cc1ccc(-n2cc3c(=O)n(C)c(=O)n(C)c3c2)cc1C	-23	2	9	-16	2	-107	-18	-7	-2	4
O=C(O)CC12CC3CC(C1)CC(n1cncn1)(C3)C2	-14	-5	-3	0	1	10	-17	1	-6	0
O=C(CCS(=O)(=O)c1ccc(Cl)cc1)Nc1nnc(-c2cccs2)o1	nt	-18	2	-2	nt	0	6	2	1	nt
COc1ccc(OC)c(C2CC(c3c(-c4ccccc4)c4cc(Cl)ccc4[nH]c3=O)=NN2S(C)(=O)=O)c1 (stereo unspecified)	-12	-10	-28	0	2	41	1	-4	-3	9
O=C(CSc1nnc(-c2ccc(S(=O)(=O)N3CCCC3)cc2)o1)NCc1ccco1	26	-1	13	-6	-4	-12	-1	3	-4	-1
Cc1cc(NC(=O)COc2ccccc2C)no1	-55	0	-2	9	-1	-116	33	1	-4	-2
O=c1cc(-c2ccccc2)nc(Cc2c(Cl)cccc2Cl)[nH]1	-24	-5	7	12	-1	20	15	4	-1	-1
